Assay outcomes: PubChem, National Center for Advancing Translational Sciences (NCATS)
IMPase cell inh: IMPase inhibition in cells. P97697. CHO-M1 cells, IP1 accumulation, HTRF TR-FRET ratio. inhibition (IP1 accumulation), % at 46.1 µM. 120,000 tested, under 10 active; active means well fitted curve in the direction sought with a large enough effect in the signal ratio, not every such curve was filed as active; inconclusive means small, poorly fitted or top-dose-only effect, or a change in a side signal; inactive means no such curve, though single readings can be large or run the other way; the % refers to the signal ratio;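 further: cells stimulated with carbachol in lithium chloride buffer; plate controls were DMSO basal wells for no effect and reference inhibitor wells for full effect; higher means more IMPase inhibition seen as more IP1 and lower FRET ratio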
Target sequence (P97697 whole entry, looked up): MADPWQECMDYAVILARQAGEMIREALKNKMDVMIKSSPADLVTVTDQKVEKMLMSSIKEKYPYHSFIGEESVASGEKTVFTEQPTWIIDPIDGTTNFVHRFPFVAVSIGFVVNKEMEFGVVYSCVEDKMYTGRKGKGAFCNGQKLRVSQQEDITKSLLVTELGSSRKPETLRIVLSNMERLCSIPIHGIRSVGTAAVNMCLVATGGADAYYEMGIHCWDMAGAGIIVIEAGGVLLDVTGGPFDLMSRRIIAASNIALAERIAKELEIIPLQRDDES
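The IP-One HTRF competitive assay in carbachol-stimulated CHO-M1 cells quantifies cellular IP1. Compounds spanned up to 46 uM final, and activity is expressed as AC50 from concentration-response fits of the ratio and donor data.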
12-hLO inh: blocks human 12-lipoxygenase activity; purified 12-hLO, xylenol orange hydroperoxide absorbance; 0.12% of 150,000 active; AID 1452; P18054; Potency, µM (highest dose often 57.1 µM), inactives show at the highest dose activity change, negative = inhibition, most hits filed as inhibitors; further: potency means the concentration at half of the fitted maximal effect; nearly all actives have a fitted effect of over 55% in size; many of its hits are not listed in these tables
Target sequence (P18054 whole entry, looked up): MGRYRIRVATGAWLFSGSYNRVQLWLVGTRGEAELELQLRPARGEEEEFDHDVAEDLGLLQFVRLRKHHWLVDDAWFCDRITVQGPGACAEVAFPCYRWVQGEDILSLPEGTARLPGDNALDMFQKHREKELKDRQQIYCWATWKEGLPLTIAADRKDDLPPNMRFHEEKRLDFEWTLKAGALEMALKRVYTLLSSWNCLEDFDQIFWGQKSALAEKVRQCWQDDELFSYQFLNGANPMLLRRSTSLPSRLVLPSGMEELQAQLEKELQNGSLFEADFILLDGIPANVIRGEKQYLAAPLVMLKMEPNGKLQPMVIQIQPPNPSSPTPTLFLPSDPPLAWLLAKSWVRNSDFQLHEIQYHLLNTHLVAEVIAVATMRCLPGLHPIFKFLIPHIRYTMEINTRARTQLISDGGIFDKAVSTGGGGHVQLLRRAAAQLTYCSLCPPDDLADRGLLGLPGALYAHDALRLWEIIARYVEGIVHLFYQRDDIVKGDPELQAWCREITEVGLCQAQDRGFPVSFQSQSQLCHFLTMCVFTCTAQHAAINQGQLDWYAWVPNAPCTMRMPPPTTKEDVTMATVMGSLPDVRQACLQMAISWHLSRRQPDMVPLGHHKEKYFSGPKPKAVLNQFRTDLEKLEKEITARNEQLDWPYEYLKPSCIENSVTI
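150 nM 12hLO, 25 mM Hepes pH 7.0 + 0.01% Triton X-100; cpd preinc 15 min RT; 40 uM arachidonic acid, 30 min RT; Fe-XO 30 min; A573/A405 ratio as read-out.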
ALOX15B inhib: 15-hLO-2 (ALOX15B) enzyme inhibition; O15296; purified 15hLO-2, xylenol orange hydroperoxide absorbance; Potency, µM (top dose mostly 57.1 µM), for the others: at the top dose activity change, negative = inhibition, hits mostly inhibitors; 0.56% of 110,000 active; further: potency means the concentration at half of the fitted maximal effect; nearly all actives have a fitted effect of over 60% in size; many of its hits are not listed in these tables
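Screening format was qHTS against 50 nM purified 15hLO-2 in Hepes pH 7.5 with detergent. Activity follows hydroperoxide formation from 45 uM arachidonic acid, measured as 573:405 nm absorbance ratio of the ferric-xylenol orange complex.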
PNC assembly inh: inhibitors of perinucleolar compartment assembly; AID 2417; activity change (PNC), negative = inhibition, % at 10 µM; PC3M PTB-GFP, PNC prevalence imaging, 16 h; stronger effect = lower value; 3.1% of 140,000 active;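 active means readout at or below -70, meaning at least 70% loss of cells showing the perinucleolar compartment, a nuclear body marking cancer cells; inconclusive means readout between -30 and a set limit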;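 further: plate controls were DMSO wells for no effect and camptothecin positive control wells for full effect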
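PC3M cells stably expressing PTB-GFP, 750–1000 cells/well, treated 16 h at 37 °C with compound (23 nl of library stock), in duplicate. After paraformaldehyde fixation and Hoechst stain, imaged at 20x; PNC prevalence scored by image analysis.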
Starred values were filed as active, the others as inactive; ? = inconclusive; . = not tested or not shown; [ ] = dose if it differs, or a comment. Unless noted, the call rests on the fitted dose curve; in most records, active means well fitted curve in the direction sought with a large enough effect; inconclusive means small, poorly fitted or top-dose-only effect, or another doubt; inactive means no such curve, though single readings can be large; an effect the other way counts as inactive or inconclusive. Unless noted, on the % scale 0 is the no-effect control and ±100 the full control effect.

A first look (3 entries):
Under each structure: IMPase cell inh, 12-hLO inh, ALOX15B inhib, PNC assembly inh
- CC(C)NC(=O)c1ccc(C2SCC(=O)N2Cc2ccccc2)cc1 (stereo not given)
→ 6, 2%, ., 138
- Cc1c(C(=O)C(=O)N2c3ccc(F)cc3CCC2C)c2ccccc2n1C (stereo not given)
→ ?, -2%, ., ?
- O=S(=O)(Nc1ccc(-n2cccc2)cc1)c1ccccc1
→ -12[1.84 µM], -2%, -10%[11.4 µM], ?

All compounds of this part, from the start:
Under each structure: IMPase cell inh, 12-hLO inh, ALOX15B inhib, PNC assembly inh
- CC(C)NC(=O)c1ccc(C2SCC(=O)N2Cc2ccccc2)cc1 (stereo not given)
→ 6, 2%, ., 138
- Cc1c(C(=O)C(=O)N2c3ccc(F)cc3CCC2C)c2ccccc2n1C (stereo not given)
→ ?, -2%, ., ?
- O=S(=O)(Nc1ccc(-n2cccc2)cc1)c1ccccc1
→ -12[1.84 µM], -2%, -10%[11.4 µM], ?
- CCN(CC)CC(=O)NC12CC3CC(CC(C3)C1)C2
→ 0, 11%, 2%, -6
- COc1ccc(C(=O)Nc2nccs2)cc1[N+](=O)[O-]
→ ., -3%, ., 67
- O=C(Cn1nnc2ccccc2c1=O)Nc1ccc2c(c1)CCC2
→ 5, -6%, -11%, -2
- COc1cc(/C=C/C(=O)OCC(=O)Nc2ccc(S(=O)(=O)N3CCCC3)cc2)ccc1O
→ ., 0%, ., 18
- N#Cc1cccc(NC(=O)N2CCCC3(CCN(C(=O)c4cc(C(F)(F)F)cc(C(F)(F)F)c4)CC3)C2)c1
→ ., -1%, 22%, .
- COc1cc(N2CCCC2)ccc1[N+](=O)[O-]
→ ., -1%, ., 59
- Cc1ccccc1Cn1c(=N)n(CC(=O)c2ccc([N+](=O)[O-])cc2)c2ccccc21
→ ., -1%, ., -5
- Cc1cc(C)c2oc(-c3ccc(C)c(NC(=S)NC(=O)/C=C/c4ccco4)c3)nc2c1
→ -5, 4%, ?, ?
- Cc1c(C(=O)N2CCN(C)CC2)oc2c1C(=O)CC(C)(C)C2
→ -4, -11%, 3%, -23
- O=C1CC(c2ccco2)CC(O)=C1C=NCC1NCCc2ccccc21 (stereo not given)
→ 2, 0%, ., 112
- Cc1ccc(C(=O)N/C(=C\c2sccc2C)C(=O)NCc2ccco2)cc1
→ -4, 3%, 11%, -19
- Cc1ccc(CN2CCN(/N=C/c3cc(Br)cc(Br)c3O)CC2)cc1
→ ., -5%, ., 2
- O=C(C1CC(=O)N(c2ccccc2)C1)N1CCN(C2=NS(=O)(=O)c3ccccc32)CC1 (stereo not given)
→ 2, 8%, -3%, -7
- CCOc1cc(C2C(C(=O)OC)=C(C)N=C3SC(C)C(=O)N32)ccc1OC(C)=O (stereo not given)
→ 1, -2%, 3%, -18
- c1ccc(-n2ncc3c(NCc4cccs4)ncnc32)cc1
→ 8, -3%, 16%[2.29 µM], 8
- CSc1nc(-c2ccccc2)nc(N2CCCC2)c1C(C)=O
→ ?, -4%, 12%, -1
- Cc1ccc(Sc2nc(-c3ccccc3)nnc2C(F)(F)F)cc1
→ 14, 3%, 11%, ?
- COC(=O)c1sccc1NC(=S)Nc1ccccc1
→ ., 1%, ., -9
- COc1ccc2[nH]c(C)c(C(=O)CN3CCc4cc(OC)c(OC)cc4C3)c2c1
→ 11, -11%, 18%, -20
- O=C(N/N=C/c1ccccc1O)c1cc(=O)[nH]c2ccccc12
→ ., -13%, ., 31
- CCOC(=O)c1c(C)n(-c2ccc(OC)cc2)c2c(C/C(C)=N/O)c(Br)c(OC)c(O)c12
→ -6, 7%, -6%, ?
- CCCC/C(C)=N/NC(=O)CN(c1ccc(Br)cc1)S(=O)(=O)c1ccccc1
→ ., -3%, ., ?
- Cc1cccc(C(=O)Oc2ccccc2/C=N/NC(=O)c2ccc(NC(=O)C(C)(C)C)cc2)c1
→ ., -2%, ., -14
- O=C(CSC1=NCCN1)c1ccccc1
→ ., 2%[11.4 µM], -6%[11.4 µM], .
- N#Cc1ccc(CSc2nnc(-c3cnccn3)o2)cc1
→ -6, 0%, -5%, -14
- N#Cc1c(N)[nH]c(=S)c(C#N)c1-c1ccccc1
→ ?, -11%, ?, 16
- CCN=C1NN=C(c2cc(C)n(Cc3ccco3)c2C)CS1
→ 0, -14%, ., -2
- COc1ccccc1-c1c(C)oc2cc(OC(=O)c3ccco3)ccc2c1=O
→ -11, -5%, -1%, 10
- C[N+](C)(C)c1ccc([C@H](N)C(=O)O)cc1
→ ., 6%[11.4 µM], 5%[11.4 µM], .
- COC(=O)c1ccccc1NC(=O)CSc1nnnn1-c1ccc(C)cc1C
→ 11, -2%, -2%, -6
- CCOc1nc2ccccc2nc1NS(=O)(=O)c1ccccc1
→ -28, 12%, 2%, 19
- O=C(N=C1c2ccccc2CN1c1cccc(Cl)c1)c1cccnc1
→ -6, -1%, ., 3
- c1ccc(N2CCN(CCc3nnc4n3CCCCC4)CC2)cc1
→ -2, -1%, -2%, -4
- O=C1C2CC=CCC2C(=O)N1c1cccc(OS(=O)(=O)c2ccc3ccccc3c2)c1 (stereo not given)
→ 5, -5%, 0%, -1
- COc1ccc(-c2[nH]ncc2-c2ccc(Cl)cc2)c(O)c1
→ -1, ?, 29%, ?
- COCCn1c(=S)[nH]c2cc(C(=O)N3CCc4ccccc43)ccc2c1=O
→ 10, 0%, -14%, ?
- NNC(=O)CN1C(=O)Nc2ccc(Br)cc2C1c1ccccc1 (stereo not given)
→ -6, 1%, ., ?
- Cc1cccc(NC(=O)CSc2ncnc3nc[nH]c23)c1C
→ 5, -2%, -1%, -11
- CN(C)c1ccc(N=Cc2nc(-c3ccccc3)oc2O)cc1
→ -4, -5%, ?, 3
- CCOC(=O)C(=CNc1ccc2c(c1)nnn2-c1ccc(Cl)cc1)C(=O)OCC
→ ., 2%, ., 20
- Cc1ccc2nc(N3CCN(Cc4nnnn4C4CCCC4)CC3)c(C#N)cc2c1
→ 21, 2%, ., -7
- CCOC(=O)C(Cc1ccccc1)NC(=O)CCc1c(C)nc2ncnn2c1C (stereo not given)
→ -11, 2%, 1%, 65
- CC1CC2(CCCCC2)Nc2c1ccc1ccccc21 (stereo not given)
→ 7, -4%, ., ?
- Nc1nonc1C(=Nc1ccc(Br)cc1)NO
→ 3, 6%, 6%, 27
- Cc1cc(C)c2[nH]c(=O)c(CN(Cc3ccco3)C(=S)NCC3CCCO3)cc2c1 (stereo not given)
→ ., -1%, ., 29
- S=C(c1ccc(-c2ccccc2Cl)o1)N1CCCCC1
→ ., -27%, ., 41
- COC(=O)c1ccccc1NC(=O)N1CCCC1
→ 8, ?, -3%, ?
- CC(=O)Nn1cc2c(=O)n(C)c(=O)n(C)c2c1
→ -1, -2%, 0%, ?
- COCCCN1C(=O)C(O)=C(C(=O)c2ccco2)C1c1ccccc1 (stereo not given)
→ ?, 4%, 13%, ?
- N#Cc1ccccc1CSc1nc(O)cc(=O)[nH]1
→ 1, -3%, 1%, 15
- Cc1nn(Cc2ccccc2Cl)c(C)c1NC(=O)c1noc2c1CCCCC2
→ -1, -5%, -9%, -23
- COC(=O)c1ccc(OCCOCCOc2cccc3ccc(C)nc23)cc1
→ ., -6%, ., -9
- O=C(NC1CCCc2ccccc21)c1ccc(CNc2c(N3CCOCC3)c(=O)c2=O)cc1 (stereo not given)
→ -8, -2%, ., 31
- CCn1cc(C(=O)NC(=S)Nc2cccc(O)c2)cn1
→ 1, -7%, -8%, 25
- CCOC(=O)c1sc2nc3c(cc2c1N)COC(C)(C)C3
→ ., -3%, ., -20
- CN1/C(=C\C(=O)C(F)F)C(C)(C)c2ccccc21
→ 0, 1%, -4%, 52
- Cc1cc(-c2ccccc2)nc(N2CCN(c3ccccn3)CC2)n1
→ 15, -5%, 14%, ?

Continuation:
Under each structure: IMPase cell inh, 12-hLO inh, ALOX15B inhib, PNC assembly inh
- Cc1ccc(N(CC(=O)N2CCOCC2)S(C)(=O)=O)cc1C
→ 9, 1%, 1%, -29
- COc1cc(/C=N/NC(=O)c2csc3c2CCCC3)cc(OC)c1O
→ ., -4%, ., ?
- O=C1CCC(/C=C/c2ccccc2)=NN1Cc1ccccc1Cl
→ 7, 4%, 4%, 20
- CCNC(=S)NNC(=O)c1c(Cl)c(C)nn1C
→ ., 3%, ., ?
- CNc1nc2ccccc2n1N
→ ., -2%, ., ?
- CCc1ccc(C(=O)NCc2ccc(Cl)cc2)cc1
→ -10, 1%, ., 29
- Cc1cccc[n+]1CC(=O)Nc1ccc([N+](=O)[O-])cc1Cl
→ -2, 3%, -7%, -8
- COc1ccc(-c2nnn(CC(=O)NCCc3c[nH]c4ccccc34)n2)cc1OC
→ 4, 3%, -9%, 49
- CN(CCOc1ccc(CC2SC(=O)NC2=O)cc1)c1ccccn1 (stereo not given)
→ ., -1%, -8%, .
- CCc1ccc(-c2cc(C(=O)N3N=C(C(F)F)CC3(O)C(F)F)c3ccccc3n2)cc1 (stereo not given)
→ -12, -12%, 1%, -24
- COc1ccc(S(=O)(=O)n2nc(-c3ccc(Cl)cc3)cc2N)cc1OC
→ 0, -26%, 4%, -7
- Cc1ccc(CNC(=O)C2c3ccccc3C(=O)N3CCc4ccccc4C23)o1 (stereo not given)
→ 5, -10%, 0%, -23
- O=C(COc1ncnc2ccc(Br)cc12)Nc1ccc(N2CCOCC2)cc1
→ 0, -4%, 1%, 16
- CCOC(=O)c1oc2c(CN3CCCCC3C)c(O)ccc2c(=O)c1-c1ccc(OC)c(OC)c1 (stereo not given)
→ 6, -12%, -2%, 25
- O=C(NCc1ccc(F)cc1)C(c1ccncc1)N(C(=O)c1csnn1)C1CC1 (stereo not given)
→ 10, -3%, 2%, ?
- Cc1cccc(C(=O)NCCN(C)C)c1
→ 5, 6%, 2%, -9
- C=C(C)c1cccc(C(C)(C)NC(=O)N2CCC(C)CC2)c1
→ 7, -7%, 1%, 48
- Cn1c(N)c(C(=O)CCl)c(=O)n(Cc2ccccc2)c1=O
→ ., -1%, ., 70
- CCOC(=O)N1CCN(C(=O)c2ccc3c(c2)NC(=O)C(N2CCOCC2)S3)CC1 (stereo not given)
→ -4, 6%, 5%, 74
- C=C(C)c1nc(N)nc(N)n1
→ 0, -6%, 8%, 4
- COc1ccc(S(=O)(=O)N2CCN(c3ccc(C)cc3C)CC2)cc1OC
→ 4, -3%, -3%, -83*
- CCCCSc1nnc2nc(C)cc(C)n12
→ 5, 1%, -4%, -28
- O=C(N/N=C/c1cccc([N+](=O)[O-])c1)c1ccc2c(c1)OCCO2
→ 5, 3%, -15%, 21
- COC(=O)c1sc(S(=O)(=O)Nc2ccc(C)c(C)c2)c(C(=O)OC)c1C
→ ., -2%, ., ?
- COc1ccc(CC(=O)Oc2cc(C)[nH]c(=O)c2[N+](=O)[O-])cc1
→ ., 1%, ., ?
- COc1ccc(N2CCN(S(=O)(=O)c3cccc(C(F)(F)F)c3)CC2)cc1
→ 4, -2%, 1%[2.29 µM], ?
- CCOc1ccc(C2CC(=O)NC3=C2C(=O)CCC3)cc1Cl (stereo not given)
→ 0, 1%, 4%, -26
- Nc1c2ccccc2nc2c(O)cccc12
→ -2[20.6 µM], 2%[25.6 µM], 0%[25.6 µM], .
- O=C(CN1CCN(c2nc(-c3ccccc3)cs2)CC1)NCc1ccc2c(c1)OCO2
→ 5, -23%, 11%, -27
- CCc1ccc(CNCCSc2nnnn2C)cc1
→ 2, 7%, 4%, 36
- COCCCNC(=O)CCCn1c(=O)[nH]c2ccccc2c1=O
→ -4, -6%, 5%, ?
- COC(=O)c1ccc2c(=O)n(CC3CCCO3)c(SCC(=O)Nc3ccccc3Cl)nc2c1 (stereo not given)
→ -9, -1%, -25%, 19

A portion of the library (hit frequency here may not be typical).
